PTHR1 agonist – qHTS for PTHR1 Agonists: Primary Screen; Parathyroid hormone/parathyroid hormone-related peptide receptor (Homo sapiens), Q03431; HEK293 GP2 PTHR1 cells, GloSensor cAMP luminescence, 1 h; Potency, µM (highest dose often 115 µM), without a hit: top-dose activation, hits mostly activators; 410,000 compounds, 0.075% hits; AID 743266, 2014; further: potency means the concentration at half of the fitted maximal effect; nearly all actives have a fitted effect of over 55% in size; some results filed as inactive show a strong effect at the top dose; inactives centre near -15; many of its hits are not listed in these tables
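HEK-293-derived GP2 cells expressing PTHR1 and a GloSensor cAMP reporter, 3,000/well, plated overnight, given luciferin plus IBMX (each 0.5 mM as added) for 1 h at 37 °C, then compound for 1 h at 37 °C. Luminescence was read after 15 min at room temperature.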
PI5P4Ka inh – qHTS for Inhibitors of phosphatidylinositol 5-phosphate 4-kinase (PI5P4K); 330,000 compounds, 1.2% hits; PI5P4Kalpha enzyme, ADP-Glo luminescence, 60 min; hits give low values; AID 652105, 2013; Phosphatidylinositol 5-phosphate 4-kinase type-2 alpha (Homo sapiens), P48426; max response, %; active means max response of -50% or lower; inconclusive means between -30% and -50%; inactive means -30% or higher; further: value at the top dose of about 77 µM; on the % scale 0 is the no-effect control and ±100 the full control effect
Target sequence (P48426 whole entry, looked up): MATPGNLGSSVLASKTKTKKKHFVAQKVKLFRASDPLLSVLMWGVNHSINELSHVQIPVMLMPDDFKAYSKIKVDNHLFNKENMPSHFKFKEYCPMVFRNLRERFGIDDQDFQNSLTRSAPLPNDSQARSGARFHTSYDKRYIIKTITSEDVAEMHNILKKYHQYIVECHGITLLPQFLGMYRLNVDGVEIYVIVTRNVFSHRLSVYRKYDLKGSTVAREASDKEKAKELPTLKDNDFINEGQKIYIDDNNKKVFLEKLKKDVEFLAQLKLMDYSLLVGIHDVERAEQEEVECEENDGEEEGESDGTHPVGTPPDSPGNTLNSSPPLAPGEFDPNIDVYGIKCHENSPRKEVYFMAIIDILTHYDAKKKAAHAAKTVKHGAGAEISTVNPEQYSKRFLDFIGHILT
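ADP-Glo luminescence end-point read after a 60 min room-temperature kinase reaction of PI5P4Kalpha plus substrate, initiated with ATP at 5 microM final. Buffer: 0.038 M HEPES pH 7.4, EGTA, 0.1% CHAPS, 5% DMSO.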
EPAC1 ag – qHTS for Agonist of cAMP-regulated guanine nucleotide exchange factor 3 (EPAC1): primary screen; Rap guanine nucleotide exchange factor 3 (Homo sapiens), O95398; EPAC1 agonist qHTS, biochemical assay; response scale: 100% = response to 6.5 mM cAMP; Potency, µM (series often up to 154 µM), for the others: at the highest dose activation, most hits filed as activators; 360,000 compounds, 0.073% hits; AID 720707, 2013; further: potency means the concentration at half of the fitted maximal effect; nearly all actives have a fitted effect of over 60% in size
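Compounds were pinned as a concentration titration into mixtures of EPAC1 (100 nM), BODIPY-GDP-loaded Rap1B (250 nM) and GDP (50 uM). After 5 min at room temperature, fluorescence was followed for 30 min; activity was scaled to 6.5 mM cAMP.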
GLP1R ag – qHTS of GLP-1 Receptor Agonists; Potency, µM (titrated, usually from 45.6 µM), for inactives: at the top dose activation, most hits filed as activators; HEK293 GLP-1R CRE-luciferase, luminescence, 4-6 h; cells express a hypersensitive GLP-1R form; AID 624172, 2012; Glucagon-like peptide 1 receptor (Homo sapiens), P43220; 380,000 compounds, 0.007% hits; further: potency means the concentration at half of the fitted maximal effect; % of control where 0% means no effect
GLP1R cytotox – qHTS of GLP-1 Receptor Inverse Agonists: Cytotox Screen | HEK293 cAMP-luciferase reporter cells, luminescence, 24 h | Potency, µM (doses to about 38.3 µM), without a hit: top-dose activity change, negative = inhibition, usual class: inhibitors | 410,000 compounds, 0.13% hits | AID 624418, 2012;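 further: loss of luciferase light is scored as toxicity; potency means the concentration at half of the fitted maximal effect; on the % scale 0 is the no-effect control and ±100 the full control effect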
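Luminescence readout: signal drop marks cytotoxicity. Plated cells grew 12 h at 37 °C, 5% CO2, received 23 nL compound for 24 h, then got luciferase reagent, read after 12 min at RT.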
GLP1R inv ag – qHTS of GLP-1 Receptor Inverse Agonists (Inhibition Mode) | 410,000 compounds, 1.6% hits | HEK293 GLP-1R CRE-luciferase, luminescence, 24 h; GLP-1R form is constitutively active | Glucagon-like peptide 1 receptor (Homo sapiens), P43220 | Potency, µM (series often up to 38.3 µM), for inactives: top-dose activity change, negative = inhibition, actives largely listed as inhibitors; further: potency means the concentration at half of the fitted maximal effect; on the % scale 0 is the no-effect control and ±100 the full control effect; nearly all actives have a fitted effect of over 55% in size
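Luminescence readout: a drop in cAMP-driven luciferase signal flags inverse agonism at a constitutively active GLP-1R stably expressed in HEK293. Compound exposure lasted 24 hr at 37 deg C, 5% CO2.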
EPAC1 antagonist – qHTS for Antagonist of cAMP-regulated guanine nucleotide exchange factor 3 (EPAC1): primary screen | EPAC1 GEF assay, Rap1b-BODIPY-GDP exchange fluorescence | Potency, µM (doses to about 115 µM), without a hit: top-dose activity change, negative = inhibition, hits mostly inhibitors | 360,000 compounds, 0.14% hits | AID 720709, 2013;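 further: potency means the concentration at half of the fitted maximal effect; plate controls were vehicle for no effect and positive control for full effect; nearly all actives have a fitted effect of over 50% in size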
IL-2 act – qHTS of IL-2 Activators; IL-2 activation reporter assay, cell-based qHTS; stimulated with anti-CD3/CD4/CD28 beads; in transgenic mouse T cells; 360,000 compounds, 0.065% hits; activation, % (series mostly up to about 46 µM); AID 652025, 2013; in the data active means activation above about 50%; inconclusive means mostly about 30% to 49%; further: 0% is about no effect
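Using fluorescent plate cytometry, EGFP and DsRed are detected in transgenic mouse T cells stimulated 18 h at 37 degrees C with antibody-coated beads after 60 min compound pretreatment.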
PLK1 PBD inh – qHTS for Inhibitors of PLK1-PDB (polo-like kinase 1 - polo-box domain): Primary Screen; Serine/threonine-protein kinase PLK1 (Homo sapiens), P53350; Plk1 PBD binding of FITC phosphopeptide, fluorescence polarization; Potency, µM, for inactives: max response, negative = inhibition, actives largely listed as inhibitors; 360,000 compounds, 2.8% hits; AID 720504, 2013; further: potency means the concentration at half of the fitted maximal effect; series mostly up to about 57 µM; on the % scale 0 is the no-effect control and ±100 the full control effect; nearly all actives have a fitted effect of over 65% in size
Target sequence (P53350 whole entry, looked up, the tested form may be a part): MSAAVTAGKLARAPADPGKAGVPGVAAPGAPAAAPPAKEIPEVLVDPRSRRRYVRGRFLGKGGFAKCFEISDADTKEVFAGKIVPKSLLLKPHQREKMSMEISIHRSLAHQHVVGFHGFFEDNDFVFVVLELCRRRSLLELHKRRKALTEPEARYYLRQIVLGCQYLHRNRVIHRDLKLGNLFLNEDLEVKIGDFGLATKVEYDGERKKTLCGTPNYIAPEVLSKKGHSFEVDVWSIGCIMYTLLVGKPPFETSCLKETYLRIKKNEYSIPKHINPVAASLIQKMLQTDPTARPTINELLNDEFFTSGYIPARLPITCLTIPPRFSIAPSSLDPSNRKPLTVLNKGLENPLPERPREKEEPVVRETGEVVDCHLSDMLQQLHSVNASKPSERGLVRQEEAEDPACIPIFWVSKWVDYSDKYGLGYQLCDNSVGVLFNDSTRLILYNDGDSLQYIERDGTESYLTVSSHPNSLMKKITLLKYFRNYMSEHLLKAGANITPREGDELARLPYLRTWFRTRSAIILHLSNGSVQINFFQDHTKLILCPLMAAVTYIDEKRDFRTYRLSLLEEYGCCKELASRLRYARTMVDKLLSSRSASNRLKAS
* marks the source's active call; other numbers are inactive results; i = inactive; ? = inconclusive; nt = not tested or not shown; [ ] = dose if it differs, or a comment. Unless noted, the call rests on the fitted dose curve; in most records, active means well fitted curve in the direction sought with a large enough effect; inconclusive means small, poorly fitted or top-dose-only effect, or another doubt; inactive means no such curve, though single readings can be large; an effect the other way counts as inactive or inconclusive.

SMILES | PTHR1 agonist | PI5P4Ka inh | EPAC1 ag | GLP1R ag | GLP1R cytotox | GLP1R inv ag | EPAC1 antagonist | IL-2 act | PLK1 PBD inh
CN(C)/C=C(\C#N)C(N)=C(C#N)C#N | i | ? | 12% | 3% | 5%[7.66 µM] | 4%[7.66 µM] | 7% | 1.5 | -10%
O=C(c1ccco1)N1CCN(S(=O)(=O)c2ccc(S(=O)(=O)NC3CC3)cc2)CC1 | -15%[57.5 µM] | nt | 1% | 0% | -21% | -15% | 1% | 1.3 | 2%
CCN(Cc1ccccc1)C(=O)CCCOc1ccccc1 | -5%[57.5 µM] | nt | 1% | 4% | 1% | 7% | 8% | -1.5 | 0%
CN(C(=O)c1cccc(NC(=O)Cc2ccc(NC(=O)C3CCCN(C(=O)c4ccccc4)C3)cc2)c1)C1CCC1 (stereo not given) | -31%[inhibitor] | -3 | 1% | 12% | -3% | 18% | 0% | 0.5 | -8%
O=C(C1=C[C@H](C2CCCCC2)C[C@H](OCc2ccc(CO)cc2)O1)N1CCN(Cc2ccccc2)CC1 | i | 10 | -2% | 11% | 5% | ? | -28% | -3.8 | -27%
Cc1cc2c(=O)oc(-c3ccccc3Br)nc2s1 | -45%[inhibitor] | 5 | 1% | -3% | -11% | 10% | -13% | -1.1 | ?
O=C(N[C@@H](CO)C(=O)NCc1ccccc1)c1ccc(C(F)(F)F)cc1 | i | -1 | 3% | -11% | -2% | 3% | 0% | -0.4 | -4%
Cc1ccc(C2=CC(C)(c3ccc(C)cc3)Nc3nc(C(F)(F)F)nn32)cc1 (stereo not given) | -6% | 13 | -3% | 9% | 16% | ? | -18% | 1.4 | 0%
COc1ccc(NC(=O)c2cccc(Oc3ccc([N+](=O)[O-])cc3Cl)c2)cc1 | -19% | 0 | 5% | 14% | -26% | ? | -7% | -4.8 | 0%
Cc1cc(C)n(CCc2nc(-c3ccc(F)cc3)cs2)n1 | -46%[inhibitor] | -6 | -11% | 24% | -6% | ? | -12% | -4.0 | -30%
CC(=O)c1ccc(S(=O)(=O)NC2CCSc3ccccc32)cc1 (stereo not given) | i | -7 | 1% | 7% | 0% | -16% | -3% | -1.1 | -16%
CCOc1cc(N2CCOCC2)c(OCC)cc1NC(=O)COc1cccc(Cl)c1 | -27% | 12 | 4% | 9% | 12% | -1% | 7% | -4.3 | -3%
Cc1ccccc1CC(=O)OCC(=O)Nc1ccc(C)c(S(=O)(=O)N2CCCCC2)c1 | -32%[inhibitor] | 0 | 4% | 5% | -2% | ? | -23% | 6.8 | 0%
CN1/C(=C/C=C(C#N)C#N)C(C)(C)c2ccccc21 | i | 0 | 9% | -4% | -20% | 7% | -1% | 115* | ?
COc1ccc(CN2C(=O)CCC2(C)c2nnnn2-c2c(C)cccc2C)cc1 (stereo not given) | i | 0 | 7% | 17% | 6% | 2% | 27% | 0.8 | -22%
COC(=O)C1(S(=O)(=O)c2cccc3nsnc23)CC1 | -20%[57.5 µM] | -13 | 4% | -12% | -17% | 6% | 1% | 1.7 | -3%
NC(=O)c1ncc(C(F)(F)F)cc1Oc1ccc(F)cc1 | i | 12 | -14% | 1% | -1% | 6% | -1% | 2.6 | -2%
COc1ccc(C(=O)Nc2ccc(NC(=O)c3cccc(F)c3)cn2)cc1 | 14% | 4 | 2% | 8% | 0% | -2% | ? | -1.9 | ?
CC(C)(C)NS(=O)(=O)CC12CCC(CC1=O)C2(C)C (stereo not given) | i | 0 | 6% | 7% | 22% | -6% | -9% | -1.2 | -4%
COc1ccc(C(=O)NNC(=O)CN2CCC(n3nnc4cc(C(F)(F)F)ccc43)CC2)cc1 | -9%[57.5 µM] | nt | -9% | 0% | -25% | -13% | 7% | -0.1 | 2%
CCCc1c(-c2ccc(F)cc2)ncn1CCc1ccccc1OC | -44%[inhibitor] | 6 | -5% | -3% | -14% | ? | -19% | -0.9 | -2%
O=C1NC(=NCc2ccccc2)S/C1=C\c1ccccc1 | -16% | -5 | 0% | 7% | 0% | -5% | 4% | 3.8 | -9%
NS(=O)(=O)c1ccc(CNC(=O)c2ccc(S(=O)(=O)C(F)F)cc2)cc1 | -12% | -12 | 10% | 5% | 5% | 19% | -3% | 1.5 | -13%
COC(=O)c1sccc1NC(=O)c1cccc(Cl)c1 | -19% | 6 | 3% | 7% | 15% | 14% | -10% | -0.1 | 5%
CCCCCCn1c(CN2CCCC(C)C2)nc2c1c(=O)n(C)c(=O)n2C (stereo not given) | i | 1 | 4% | -6% | 0% | 4% | 4% | -0.5 | ?
N#Cc1cccc(-n2c(-c3ccccc3)nnc2-c2ccccc2)c1C#N | i | nt | 8% | 9% | -6% | 0% | -10% | -2.0 | -1%
C[C@@H]1CN([C@H](C)CO)C(=O)CCCn2nncc2CO[C@@H]1CN(C)S(C)(=O)=O | -22% | 6 | -3% | -1% | 1% | 12% | 13% | -3.7 | 4%
CCOC(=O)c1nc(-c2ccc3c(c2)OCO3)[nH]c1C | i | 1 | 10% | 9% | -20% | -22% | 2% | -2.7 | -6%
O=[N+]([O-])c1ccccc1/C=C/CN1CCCCC1CO (stereo not given) | i | 0 | -1% | 0% | -13% | -13% | 11% | 0.2 | -3%
COC(=O)c1ccc(OC)c(CSc2nnc(COc3ccc(OC)cc3)o2)c1 | -22% | nt | 13% | 20% | -4% | 0% | -18% | -1.5 | -1%

Some entries already given, showing only PI5P4Ka inh.
SMILES,PI5P4Ka inh
O=C(C1=C[C@H](C2CCCCC2)C[C@H](OCc2ccc(CO)cc2)O1)N1CCN(Cc2ccccc2)CC1,10
Cc1cc2c(=O)oc(-c3ccccc3Br)nc2s1,5
O=C(N[C@@H](CO)C(=O)NCc1ccccc1)c1ccc(C(F)(F)F)cc1,-1

Further entries
SMILES | PTHR1 agonist | PI5P4Ka inh | EPAC1 ag | GLP1R ag | GLP1R cytotox | GLP1R inv ag | EPAC1 antagonist | IL-2 act | PLK1 PBD inh
COc1ccc(-c2cc(NC=O)c3ncc(-c4cc(OC)c(OC)c(OC)c4)n3c2)cc1 | i | ? | 0% | ? | -24% | -50% | -5% | -0.3 | -9%
COc1ccc(C(=O)O)cc1S(=O)(=O)Nc1ccccc1C(=O)NCc1ccc2c(c1)OCO2 | -34%[inhibitor] | 4 | -6% | -4% | 9% | 7% | 10% | 1.4 | 2%
CCOc1ccccc1-n1nnnc1SCC(=O)N1CCCC1=O | -59%[inhibitor] | -1 | -8% | -4% | 4% | 18% | 18% | 1.1 | 1%
CC(Sc1nnc2c(n1)[nH]c1ccccc12)C(=O)NC1CCCCC1 (stereo not given) | -42%[inhibitor] | -3 | 8% | 11% | -11% | -16% | -3% | -0.5 | -22%
Brc1cccc(-c2nnc(SCc3ccon3)n2-c2ccccc2)c1 | -83%[inhibitor] | -2 | -3% | 11% | -7% | ? | -12% | -1.0 | -7%
COC(=O)C1=CN(c2ccc(F)cc2)C(N)=C(C#N)C1c1cccc(OC)c1OC (stereo not given) | -12% | 0 | 3% | nt | -10% | -15% | 7% | -0.4 | 5%
CC1CC(C)CN(CCOc2ccc(Br)cc2)C1 (stereo not given) | i | 4 | -3% | -1% | -7% | -18% | -4% | -0.4 | -4%
CC(=O)COc1nc2c(c(-c3ccco3)c1C#N)CCc1ccccc1-2 | i | -5 | 10% | 23% | -24% | ? | 1% | -3.0 | -8%
Cc1occc1-c1nnc(SCC(=O)N(C)c2ccccc2)n1C | i | -4 | -3% | -4% | 2% | 2% | -1% | -1.1 | 1%
O=C(N[C@H]1c2ccccc2C[C@H]1O)[C@H]1O[C@@H](n2ccc(=O)[nH]c2=O)[C@H](O)[C@@H]1O | -21% | 0 | 6% | 17% | 1% | 15% | 11% | 0.0 | -5%
Cc1ccc(C)c(S(=O)(=O)N2CCCC2CNC(=O)C(=O)NC2CC2)c1 (stereo not given) | -23% | 0 | -4% | 3% | 0% | 1% | 1% | 1.0 | 0%
O=C(NCCc1c[nH]c2ccccc12)c1cnc2n(c1=O)CCS2 | -29% | 0 | -9% | -4% | 4% | 6% | 13% | -3.1 | 1%
Cc1cc(C)cc(OCC(O)CN2CCN(Cc3ccc4c(c3)OCO4)CC2)c1 (stereo not given) | -22% | 7 | 5% | -1% | 3% | 2.2µM* | 4% | -0.4 | 1%
Cc1ccc(C2(C)NC(=O)N(CC(=O)Nc3ccc4[nH]c(=O)[nH]c4c3)C2=O)cc1 (stereo not given) | 21% | 1 | 6% | -3% | 4% | 15% | ? | -0.3 | -19%
O=C(CSc1nnnn1-c1ccccc1)Nc1ncc2c(n1)CC(c1ccco1)CC2=O (stereo not given) | -2%[57.5 µM] | -4 | 6% | -1% | 2% | 10% | -17% | -0.7 | -6%
CSc1ncccc1C(=O)N1CCN(S(=O)(=O)c2ccccc2)CC1 | -21% | -3 | 9% | 0% | -2% | 5% | -8% | -0.2 | -8%
CN1C(=O)[C@@](O)(c2cn(C)c3ccccc23)c2ccccc21 | i | 3 | 11% | nt | -7% | -4% | 5% | 0.0 | -9%
CN(Cc1nc(Cc2cccc(F)c2)no1)CC1CCOCC1 | -29% | -6 | 8% | 4% | -7% | 0% | -6% | -0.3 | -21%

A portion of the library, so the mix of outcomes need not match the whole.
